Tb MetRS inh = Trypanosoma brucei MetRS inhibition; AID 624268; hit rate 0.4% among 360,000; inhibition, % at 11.9 µM; purified T. brucei MetRS, ATP depletion, Kinase-Glo luminescence;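 active = inhibition above a per-plate cutoff of the control wells' mean inhibition plus 3 SD, cut at about 5.5% in these data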;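 also: 0% = DMSO wells median and 100% = median of wells with control inhibitor compound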
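Material: T. brucei methionyl-tRNA synthetase, purified; reagent: substrates ATP, L-methionine and bulk Escherichia coli tRNA; dosing: 11.9 µM single point; timing: 15 min plus 2 h at 25 °C; detection: luminescence of leftover ATP; evaluation: % inhibition; control set: DMSO-only wells as low control; replicates: singlicate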
eLon inh = inhibits E. coli Lon protease | inhibition, % at 7.94 µM | AID 602123 | purified E. coli Lon protease, fluorescence polarization | hit rate 0.42% among 360,000 | P0A9M0; in the data active = inhibition above about 13%, passing the limit was not always enough;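 also: 0% = enzyme with probe and DMSO and 100% = no enzyme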
Target sequence (P0A9M0 whole entry, looked up): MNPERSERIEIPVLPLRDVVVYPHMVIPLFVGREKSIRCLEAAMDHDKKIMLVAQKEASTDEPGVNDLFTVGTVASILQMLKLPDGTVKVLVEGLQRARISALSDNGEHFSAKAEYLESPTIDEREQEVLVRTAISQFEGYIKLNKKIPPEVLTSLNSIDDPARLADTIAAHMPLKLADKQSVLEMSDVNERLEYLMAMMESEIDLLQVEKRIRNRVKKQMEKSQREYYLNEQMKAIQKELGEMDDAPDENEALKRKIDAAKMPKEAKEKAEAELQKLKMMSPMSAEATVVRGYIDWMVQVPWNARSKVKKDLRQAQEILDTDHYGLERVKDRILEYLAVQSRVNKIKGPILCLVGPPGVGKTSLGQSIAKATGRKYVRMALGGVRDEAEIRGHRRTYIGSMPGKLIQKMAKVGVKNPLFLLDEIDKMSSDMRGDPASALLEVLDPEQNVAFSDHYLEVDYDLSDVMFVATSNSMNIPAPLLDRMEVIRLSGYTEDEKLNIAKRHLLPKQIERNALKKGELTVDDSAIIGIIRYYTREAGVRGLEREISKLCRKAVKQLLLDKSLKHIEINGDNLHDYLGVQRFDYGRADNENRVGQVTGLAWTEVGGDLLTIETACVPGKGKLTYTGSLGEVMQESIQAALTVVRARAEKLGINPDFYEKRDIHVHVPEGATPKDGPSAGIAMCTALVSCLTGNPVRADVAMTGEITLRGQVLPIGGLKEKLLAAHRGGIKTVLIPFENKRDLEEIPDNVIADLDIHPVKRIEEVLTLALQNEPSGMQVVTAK
LMPTP block = blocks human LMPTP phosphatase; inhibition, % at 20 µM; recombinant LMPTP-A, OMFP fluorogenic substrate, fluorescence intensity; AID 651560; hit rate 0.22% among 360,000;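 active = compounds that cut the enzyme signal by at least half of the control window in the single-dose screen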;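 also: plate controls were DMSO wells with enzyme plus substrate for no effect and substrate without enzyme for full effect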
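Assay system: LMPTP-A, protein tyrosine phosphatase of low molecular weight / Medium: pH 6.0 Bis-Tris buffer with DTT and Triton X-100 / Schedule: 50 min enzyme reaction at room temperature, protected from light / Measured by: endpoint fluorescence intensity from OMFP dephosphorylation / Read-out basis: % inhibition relative to no-enzyme and uninhibited control wells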
SUMO1-SIM PPI = modulators of human SUMO1-mediated protein-protein interactions; P63165; SUMO1 binding to a labelled peptide, TR-FRET, 1 h; inhibition, % at 20 µM; hit rate 0.33% among 360,000; AID 602429; in the data active = inhibition above about 37%
Target sequence (P63165 whole entry, looked up): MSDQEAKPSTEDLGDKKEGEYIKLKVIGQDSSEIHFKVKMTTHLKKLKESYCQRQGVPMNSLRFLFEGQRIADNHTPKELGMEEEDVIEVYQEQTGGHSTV
MsrA inh = bovine MsrA inhibition | inhibition, % at 15.5 µM | purified bovine MsrA, absorbance read-out | hit rate 0.75% among 360,000 | AID 651718; in the data active = inhibition above about 4.5%;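 also: 0% = vehicle wells with enzyme and 100% = reference inhibitor wells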
MsrA act = activators of bovine methionine sulfoxide reductase A; purified bovine MsrA, absorbance read-out; activation, % at 10.6 µM; hit rate 0.3% among 360,000; in the data active = activation above about 7.5%;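 also: 0% = vehicle and 100% = reference activator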
NRP1-CendR mod = alters CendR peptide binding to human NRP-1; O14786; FAM-RPARPAR peptide binding to NRP-1, fluorescence polarization; inhibition, % at 25 µM; hit rate 0.85% among 360,000; AID 602438;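 active = inhibition or corrected inhibition above about 18%, plus a signal ratio from 0.5 to 1.5, limit read from the data, passing the limit was not always enough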; also: strong numbers were not always called active
DNMT1 inh = DNMT1 (human) enzyme inhibition. P26358. DNMT1 molecular beacon, Hinp1I cleavage, fluorescence. inhibition (reported as % activation of signal), % at 10 µM. hit rate 0.83% among 360,000; in the data active = inhibition above about 50%
Scp1 inh = blocks human Scp-1 phosphatase activity; AID 493091; hit rate 0.88% among 340,000; Q9GZU7; inhibition, % at 20 µM; Recombinant Scp1, phosphopeptide, malachite green phosphate absorbance;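 active = inhibition above about 50% at 20 µM, limit read from the data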;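 also: plate controls were DMSO wells with enzyme for no effect and wells lacking enzyme for full effect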
Target sequence (Q9GZU7 76-261 limits assumed): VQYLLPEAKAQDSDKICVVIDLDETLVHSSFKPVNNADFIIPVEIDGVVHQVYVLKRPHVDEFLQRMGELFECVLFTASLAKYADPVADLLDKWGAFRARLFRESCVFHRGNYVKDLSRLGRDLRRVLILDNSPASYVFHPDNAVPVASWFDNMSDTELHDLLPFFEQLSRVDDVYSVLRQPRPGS
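System: truncated SCP-1 phosphatase (76-261aa); medium: Tris acetate buffer pH 5.5 with MgCl2 and Tween-20; incubation: 45 min room-temperature reaction, 5 min colour, 30 min stabiliser; compound: single 20 µM dose, 1% DMSO; reagent: Phosphorylated 17-residue peptide substrate; read-out: % inhibition at 20 µM; technique: colorimetric free-phosphate detection, absorbance 630 nm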
STEP block = inhibitors of human striatal-enriched phosphatase STEP; P54829; recombinant STEP, OMFP fluorogenic substrate, fluorescence; inhibition, % at 20 µM; hit rate 0.25% among 360,000; AID 588621;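 active = inhibition at 20 µM, scaled per plate between control wells, above about 37%, limit read from the data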;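 also: 0% = DMSO with enzyme and substrate and 100% = substrate only without enzyme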
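System: STEP phosphatase, cell-free reaction; Buffer or medium: Bis-Tris pH 6.0 buffer with DTT, detergent; Incubation: 20 min at room temperature, dark; Measured by: fluorescence, 480/540 nm.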
The depositor's hits bear a star; / = no result given.

SMILES	Tb MetRS inh	eLon inh	LMPTP block	SUMO1-SIM PPI	MsrA inh	MsrA act	NRP1-CendR mod	DNMT1 inh	Scp1 inh	STEP block
Cc1nc(-c2cccs2)sc1C(=O)NN	-1.4	10	2.3	-15	0.8	-7	-8	-1	-7	2
O=S1(=O)CC(N2CC=CC2)CN1Cc1cn(Cc2ccc(Cl)cc2)nn1 (centres undefined)	0.6	-6	-0.8	-1	-0.9	0	-53	/	/	/
COc1cc(C2C3=C(CC(C)(C)CC3=O)OC(N)=C2[N+](=O)[O-])ccc1O (centres undefined)	-0.3	-2	-2.3	-4	3.3	-5	6	-4	-3	0
COc1ccc(-c2nc3c(n2O)CCc2c-3no[n+]2[O-])cc1	0.3	-1	-1.0	1	2.1	-4	-9	0	-11	-1
CC(=O)Nc1sc2c(c1CN1CCN(C)CC1)CCCC2	-0.2	-9	-1.0	1	-0.1	-6	2	7	8	3
COc1ccc(-c2noc(CCCC(=O)O)n2)cc1	-0.6	-3	-1.3	0	-1.2	-1	-9	4	-6	1
COc1ccc(NC(=O)C2CCCCN2CC(=O)OCc2ccccc2)cc1OC (centres undefined)	-0.3	-4	1.7	36	-1.1	-1	-2	-3	2	0
c1ccc2c(c1)CCc1ccccc1C2=C1CCNCC1	0.3	-3	-1.4	4	-1.3	-2	-3	1	0	-4
COC(=O)c1cc(Cl)c(NC(=O)/C=C/c2ccc(Cl)cc2)cc1OC	-0.5	-3	1.0	1	1.2	-2	-9	38	-7	2
COc1ccc2c(CC(=O)NCC3CCC(C(=O)O)CC3)cc(=O)oc2c1 (centres undefined)	0.5	9	-2.3	-1	2.1	-4	2	3	4	-10
COc1ccccc1C(C)NC(=O)CN(C)CC(=O)Nc1c(C)cccc1C (centres undefined)	-0.6	4	-1.5	0	-0.4	-2	16	1	-2	-2
N=C1/C(=C/c2cccn2-c2ccc([N+](=O)[O-])cc2)C(=O)N=C2SC=CN12	0.6	-5	26	2	-0.3	2	-13	20	0	4
Cc1ccc(OCC(=O)OCC(=O)NC2CCS(=O)(=O)C2)cc1C (centres undefined)	0.0	-7	-2.2	4	1.2	-6	14	1	/	0
Cc1cccc(N2CCN(C(=O)/C=C/c3cccs3)CC2C)c1 (centres undefined)	1.9	3	2.6	-5	1.6	-1	9	-21	-1	0
C=CCN(Cc1ccc(OC)c(OC)c1)C(=O)c1cc2cc(F)ccc2[nH]1	-0.4	4	3.1	-2	-0.1	-2	4	0	-7	1
Cc1ccc(Cn2ccnc2SCC(=O)NC2CCCC2)cc1	0.3	-5	-0.2	3	-0.1	-4	-3	-2	-2	-4
CN1C(C(=O)NCc2ccc(OC(F)(F)F)cc2)CC2Cn3c(nc4cc(Cl)c(Cl)cc43)C21 (centres undefined)	0.2	-7	-0.7	0	2.0	0	12	6	-1	1
CC(=O)SC(C[N+](=O)[O-])c1cn(C(C)=O)c2ccccc12 (centres undefined)	0.2	-7	-0.5	-2	0.5	-8	5	-5	4	2
Clc1ncccc1-c1nnn(-c2ccccc2)n1	-0.3	-2	-0.1	0	-0.9	-2	-8	2	-6	-2
O=C(/C=C/c1cccs1)Nc1ccc(N2CCOCC2)c(S(=O)(=O)Nc2ccccc2Cl)c1	0.3	-8	3.2	-2	1.7	-5	-10	-10	-7	0

Record cards (already shown):
Cc1ccc(OCC(=O)OCC(=O)NC2CCS(=O)(=O)C2)cc1C (centres undefined) reads Tb MetRS inh: 0.0; eLon inh: -7; LMPTP block: -2.2; SUMO1-SIM PPI: 4; MsrA inh: 1.2; MsrA act: -6; NRP1-CendR mod: 14; DNMT1 inh: 1; Scp1 inh: /; STEP block: 0
Cc1cccc(N2CCN(C(=O)/C=C/c3cccs3)CC2C)c1 (centres undefined) reads Tb MetRS inh: 1.9; eLon inh: 3; LMPTP block: 2.6; SUMO1-SIM PPI: -5; MsrA inh: 1.6; MsrA act: -1; NRP1-CendR mod: 9; DNMT1 inh: -21; Scp1 inh: -1; STEP block: 0

The list continues:
SMILES	Tb MetRS inh	eLon inh	LMPTP block	SUMO1-SIM PPI	MsrA inh	MsrA act	NRP1-CendR mod	DNMT1 inh	Scp1 inh	STEP block
CCC(=O)Nc1ccc2c(c1)nc1n2CCN(CCOC)C1	-1.0	-8	-2.1	-3	0.8	-2	10	3	-10	-3
CCCOc1cccc(CN2CCCCC2c2cccnc2)c1 (centres undefined)	-0.4	2	-2.4	1	-0.4	-2	-2	-3	-6	-2
CCc1ccccc1N(CC(=O)NC(C)C)C(=O)CCC(=O)Nc1nccs1	0.1	5	-0.7	-5	-0.9	-2	11	-3	-5	2
COc1ccc(C(=O)Oc2cc(C)[nH]c(=O)c2[N+](=O)[O-])c(OC)c1	-0.4	-6	-0.1	9	-0.6	-11	-14	9	31	-1
Cc1cc(C)c(S(=O)(=O)N2CCN(C(=O)C3CCCO3)CC2)c(C)c1 (centres undefined)	-0.3	-1	-0.7	5	0.2	-2	-6	2	22	-2
COc1ccc(CCN2CC(C(=O)N(C)Cc3ccccn3)CCC2=O)cc1 (centres undefined)	-0.1	-5	-0.7	3	-0.1	-2	4	13	/	-2
O=C(CCCOc1ccccc1)NCCc1nc2ccccc2[nH]1	3.0	3	-0.1	1	0.4	-1	-1	-1	-11	-5
COc1ccccc1C(=O)NNC(=O)c1cc2ccccc2cc1O	0.0	-6	0.0	5	-0.1	-2	6	2	/	-1
CC(Oc1ccccc1)C(=O)N1CCN=C1SCc1cccc(F)c1 (centres undefined)	1.4	4	2.7	5	-0.2	-5	-14	-1	-12	0
CNS(=O)(=O)c1cccc(C(=O)OCC(=O)c2cc(C)n(CC3CCCO3)c2C)c1 (centres undefined)	0.1	-5	-0.3	2	-0.3	-1	18	-6	-5	-1
CCCCc1nnc(NC(=O)CN2C(=O)NC3(CCCCC3)C2=O)s1	-0.3	4	-0.8	5	-0.2	-1	3	-1	2	-3
O=C(CN1C(=O)c2ccc(Br)cc2C1=O)NCC1CCCO1 (centres undefined)	-0.9	-5	-1.1	-15	-0.9	-11	0	3	-1	1
CC(=O)Nc1cc(-c2cccc(C(=O)NCCN(C)C)c2)cn2c(-c3ccc(S(C)(=O)=O)cc3)cnc12	-0.1	-3	0.8	-18	0.7	-1	-1	-1	/	5
O=c1c2c3c(sc2nc2n1CCCCC2)CCCCC3	-0.2	-2	-0.1	0	/	-3	-22	-2	/	2
O=C(NCCS(=O)(=O)N1CCN(c2ccccc2F)CC1)c1ccc(Cl)cc1	-0.5	9	0.0	-1	-0.2	-5	10	2	-6	-1
CC1CCN(C(=O)CCCl)c2ccccc21 (centres undefined)	-0.2	-6	0.4	5	0.7	-1	-6	-1	0	-4
CC1(C)Cc2ccccc2-c2nnc(-c3ccco3)n21	-0.3	-3	-1.4	0	-1.0	0	9	-3	-5	1
CC(=O)N(OCc1ccc(OC(C)C)c(Cl)c1)C(C)=O	0.0	1	1.5	2	0.3	-3	-5	1	-4	1
CCCCn1nnnc1C(c1cc2ccccc2o1)N(CCC#N)Cc1ccccc1 (centres undefined)	-1.6	-7	2.1	4	-0.2	-9	12	/	/	/
CC1(CCC(=O)N2CCCC(N3CCN(c4cccc(C(F)(F)F)c4)CC3)C2)CC1 (centres undefined)	0.1	4	1.2	2	-0.7	-1	6	2	-2	0
CCOC(=O)C(CC)Sc1nnc2c3cc(C)ccc3n(C)c2n1 (centres undefined)	0.0	2	1.2	-6	0.0	-1	-1	0	-11	3
O=C(CSc1nnnn1-c1ccccc1)NC(=O)Cc1ccccc1	0.1	-20	0.1	2	-1.1	-1	8	3	1	-2
COc1ccc(N2CN=C3SCC(=O)N3C2)cc1	0.5	-13	-0.2	0	1.2	3	10	1	0	0
CCO[C@@H]1OC(C(=O)NC2CC2)=C[C@H](c2csc3ccccc23)[C@H]1CCCO	0.1	4	-1.1	9	0.3	-1	-1	3	-8	2
OCCN(CCO)c1cc2c3ccccc3ccc2c2ccccc12	-0.1	2	2.7	-14	-0.8	0	25*	-16	0	-2
COc1cc(OC)cc(-c2c(-c3cccs3)c3cc(-c4ccc(OCc5ccccc5)cc4)ccc3n2C)c1	-0.5	-9	-0.3	-7	-0.7	-5	-6	52*	-11	4
COc1ccc(NC(=O)c2cc(=O)[nH]c(=O)[nH]2)cc1S(=O)(=O)Nc1ccccc1Cl	-0.8	2	1.5	21	0.6	-7	6	-1	-7	-4
O=C(CN1C(=O)CSc2ccccc21)N1CCc2ccccc21	0.0	-7	-0.4	-1	-0.5	0	6	-2	-6	-3
O=C(N/N=C/c1ccccc1[N+](=O)[O-])c1ccc2nc[nH]c2c1	-0.3	-2	-0.9	-27	0.1	-4	5	2	-7	0
CCOc1ccc(OCCC(=O)OCC(=O)NC(C)c2ccccc2)cc1 (centres undefined)	-0.3	-3	2.3	4	-0.3	2	9	3	9	0
CN(CC(=O)NNC(=O)CNC(=O)c1ccccc1F)S(=O)(=O)c1ccc(Cl)cc1	-0.6	-6	0.4	-2	-0.9	-10	1	3	10	0
CC1CCN(C(=O)CC#N)CC1	-0.2	-1	-2.6	1	0.8	0	-3	0	-8	0
COc1ccc(C(O)(CCN2CCOCC2)c2ccccc2)cc1 (centres undefined)	-0.6	1	-1.2	2	0.1	-2	4	-2	-8	1
Cc1cc(NC(=O)CCCSc2nc(-c3ccco3)cc(C(F)(F)F)n2)no1	-1.7	-2	-1.5	-3	0.1	-4	-4	5	-3	1
Cn1cccc1Cc1nnc(SCC(=O)Nc2ccc3c(c2)OCCO3)n1-c1ccc(F)cc1	-0.2	-11	-0.6	0	1.1	1	-16	-1	-12	0
N#C/C(=C\c1ccc(F)cc1)C(=O)NC1CCS(=O)(=O)C1 (centres undefined)	-0.3	-8	1.8	-4	-1.2	-3	10	-4	-4	2
CC(C(=O)NC1CCCC1)N(C(=O)c1snc(C(N)=O)c1N)c1ccc2c(c1)OCCO2 (centres undefined)	-0.9	-2	-2.3	-16	1.9	-12	-4	2	-3	-4
O=C(COc1ccc(-c2nnco2)cc1)N1CCOCC1	-0.5	-7	-0.6	0	0.1	-15	-1	2	5	-4
Cc1ccc(OCC(=O)Nc2cnn(CCCC(=O)O)c2)c([N+](=O)[O-])c1	0.0	-2	0.0	-7	0.6	-10	2	5	1	0

An excerpt of these results, with bars between the fields.
molecule | Tb MetRS inh | eLon inh | LMPTP block | SUMO1-SIM PPI | MsrA inh | MsrA act | NRP1-CendR mod | DNMT1 inh | Scp1 inh | STEP block
Cc1ccc(OCC(=O)OCC(=O)NC2CCS(=O)(=O)C2)cc1C (centres undefined) | 0.0 | -7 | -2.2 | 4 | 1.2 | -6 | 14 | 1 | / | 0
Cc1ccc(Cn2ccnc2SCC(=O)NC2CCCC2)cc1 | 0.3 | -5 | -0.2 | 3 | -0.1 | -4 | -3 | -2 | -2 | -4
CCCCn1nnnc1C(c1cc2ccccc2o1)N(CCC#N)Cc1ccccc1 (centres undefined) | -1.6 | -7 | 2.1 | 4 | -0.2 | -9 | 12 | / | / | /
CC(=O)SC(C[N+](=O)[O-])c1cn(C(C)=O)c2ccccc12 (centres undefined) | 0.2 | -7 | -0.5 | -2 | 0.5 | -8 | 5 | -5 | 4 | 2
